High-throughput results (PubChem)
KB-3-1 cytotox: qHTS assay for MDR1-selective chemotherapeutics: Primary screen using the parental adenocarcinoma cell KB-3-1 | KB-3-1 viability, CellTiter-Glo ATP luminescence, 72 h | Potency, µM (doses to about 46.1 µM), for the others: at the highest dose activity change, negative = cytotoxic, most hits filed as cytotoxic | 400,000 tested, 1.4% active | AID 1347075, 2019; note: potency is the fitted concentration of half-maximal effect; % is set by controls: 0 for no effect and ±100 for the full control effect; nearly all actives have a fitted effect of over 60% in size
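Cytotoxicity in the drug-sensitive parental line KB-3-1 was scored as loss of CellTiter-Glo luminescence following 72 h incubation with compound. Values come from curve fitting of normalized concentration-response data.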
MCF10A rereplic: A quantitative high throughput screen for small molecules that induce DNA re-replication in MCF 10a normal breast cells | AID 624296, 2012 | Potency, µM (highest dose often 46.1 µM), for inactives: at the top dose activity, positive = re-replication, actives largely listed as activators | 350,000 tested, 2.9% active | MCF 10A DNA re-replication, Hoechst nuclear intensity, 48 h; note: potency is the fitted concentration of half-maximal effect; % of control where 0% means no effect; nearly all actives have a fitted effect of over 50% in size
IL-1B inflam inh: qHTS for Inhibitors of Inflammasome Signaling: IL-1-beta AlphaLISA Primary Screen; 360,000 tested, 4.7% active; activity change, % at 57.5 µM; THP-1 LPS/ATP IL-1B secretion, AlphaLISA, 16 h; stronger effect = lower value; in the data active = activity change below about -50%; inconclusive = mostly about -30% to -49%; note: % is set by controls: 0 for no effect and ±100 for the full control effect
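Secreted IL-1B measured by AlphaLISA bead assay after 16 h compound exposure of THP-1 cells; compounds (final up to 57.5 uM) added 1 h before LPS (250 ng/mL) and ATP (1.25 mM) stimulation; lower signal means less secretion.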
KB-V1 MDR tox: qHTS assay for MDR1-selective chemotherapeutics: Primary screen using the drug-selected MDR subline cells KB-V1 | KB-V1 MDR cells viability, CellTiter-Glo, 72 h | Potency, µM (titrated, usually from 46.1 µM), inactives show at the top dose activity change, negative = cytotoxicity, most hits filed as cytotoxic | 400,000 tested, 3.4% active | AID 1347076, 2019; note: potency is the fitted concentration of half-maximal effect; % is set by controls: 0 for no effect and ±100 for the full control effect; nearly all actives have a fitted effect of over 60% in size
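KB-V1, DMEM (no phenol red) + 10% FBS; cpd pin-transferred, titration series; 72 h, 37 degrees C; CellTiter-Glo, luminescence. Data normalized, curve-fit.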
WRN helicase inh: qHTS for Inhibitors of WRN Helicase | Potency, µM (top dose mostly 114 µM), for the others: at the top dose activity change, negative = inhibition, hits mostly inhibitors | WRN helicase unwinding, fluorescent forked duplex, kinetic | AID 651768, 2012 | 360,000 tested, 0.46% active | Bifunctional 3'-5' exonuclease/ATP-dependent helicase WRN (Homo sapiens), Q14191; note: potency is the fitted concentration of half-maximal effect; % is set by controls: 0 for no effect and ±100 for the full control effect; nearly all actives have a fitted effect of over 55% in size
Target sequence (Q14191 whole entry, looked up): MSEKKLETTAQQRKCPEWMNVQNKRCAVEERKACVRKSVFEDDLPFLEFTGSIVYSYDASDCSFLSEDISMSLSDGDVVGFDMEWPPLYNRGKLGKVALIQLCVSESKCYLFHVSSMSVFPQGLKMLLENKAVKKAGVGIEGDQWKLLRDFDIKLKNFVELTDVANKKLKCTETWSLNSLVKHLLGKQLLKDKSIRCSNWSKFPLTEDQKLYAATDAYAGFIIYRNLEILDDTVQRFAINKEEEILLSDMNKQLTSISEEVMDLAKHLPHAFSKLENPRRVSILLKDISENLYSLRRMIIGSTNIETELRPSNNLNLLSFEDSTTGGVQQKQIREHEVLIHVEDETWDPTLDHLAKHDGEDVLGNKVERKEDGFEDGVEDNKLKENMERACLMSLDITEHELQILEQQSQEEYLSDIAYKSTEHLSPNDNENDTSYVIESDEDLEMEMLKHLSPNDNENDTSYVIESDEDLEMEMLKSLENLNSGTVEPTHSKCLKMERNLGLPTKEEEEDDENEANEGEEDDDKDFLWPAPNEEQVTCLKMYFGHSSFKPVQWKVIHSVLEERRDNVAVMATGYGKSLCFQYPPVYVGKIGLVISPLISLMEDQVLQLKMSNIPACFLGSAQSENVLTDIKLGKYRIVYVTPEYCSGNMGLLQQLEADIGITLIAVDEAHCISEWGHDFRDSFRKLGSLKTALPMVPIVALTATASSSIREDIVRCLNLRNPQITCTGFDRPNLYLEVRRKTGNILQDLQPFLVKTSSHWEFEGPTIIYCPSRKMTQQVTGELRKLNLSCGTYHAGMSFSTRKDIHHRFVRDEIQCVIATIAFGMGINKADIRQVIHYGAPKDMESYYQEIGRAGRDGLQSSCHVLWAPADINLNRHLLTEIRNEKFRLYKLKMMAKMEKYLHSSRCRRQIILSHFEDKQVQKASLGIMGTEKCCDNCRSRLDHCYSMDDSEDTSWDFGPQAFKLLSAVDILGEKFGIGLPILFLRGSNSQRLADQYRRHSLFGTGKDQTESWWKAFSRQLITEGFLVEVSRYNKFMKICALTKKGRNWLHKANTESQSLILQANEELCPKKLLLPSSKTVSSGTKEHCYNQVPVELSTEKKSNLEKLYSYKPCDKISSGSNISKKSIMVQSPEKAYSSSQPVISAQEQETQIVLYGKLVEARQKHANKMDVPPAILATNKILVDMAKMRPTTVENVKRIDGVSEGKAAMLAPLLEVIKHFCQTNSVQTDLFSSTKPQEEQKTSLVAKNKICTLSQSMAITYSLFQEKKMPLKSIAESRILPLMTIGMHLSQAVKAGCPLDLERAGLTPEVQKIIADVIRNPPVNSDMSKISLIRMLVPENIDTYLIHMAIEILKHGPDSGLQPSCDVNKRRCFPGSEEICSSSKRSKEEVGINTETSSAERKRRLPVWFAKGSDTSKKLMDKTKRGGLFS
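WRN at 20 nM final preincubated with compound 15 min at room temperature; reaction started with 100 nM fluorophore/quencher forked duplex oligonucleotide and 2 mM ATP final. Unwinding followed kinetically by red fluorescence (ex 525, em 598 nm).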
ATXN2 expr inh: Primary qHTS for Inhibitors of ATXN expression; 360,000 tested, 0.72% active; Potency, µM (highest dose often 57 µM), inactives show top-dose activity change, negative = inhibition, actives largely listed as inhibitors; AID 1745845, 2022; HEK-293 ATXN2-luciferase reporter, luminescence, 24 h; note: potency is the fitted concentration of half-maximal effect; % is set by controls: 0 for no effect and ±100 for the full control effect; nearly all actives have a fitted effect of over 55% in size
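ATXN2-luciferase reporter cells (luciferase flanked by upstream and downstream ATXN2 gene portions) were treated 24 h at 37 °C with compounds at up to 57 uM. SteadyGlo luminescence gave expression; GF-AFC fluorescence gave viability.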
SW480 rerep: A quantitative high throughput screen for small molecules that induce DNA re-replication in SW480 colon adenocarcinoma cells; Potency, µM (top dose mostly 46.1 µM), for inactives: at the highest dose re-replication activation, actives largely listed as activators; AID 624297, 2012; 340,000 tested, 1.8% active; SW480 DNA re-replication, Hoechst DNA content imaging, 48 h; note: potency is the fitted concentration of half-maximal effect; % of control where 0% means no effect; nearly all actives have a fitted effect of over 55% in size
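Quantitative HTS format with DMSO vehicle controls; 48 hr drug incubation at 37 C, then 40 min Hoechst staining and scanning imager measurement at 405 nm excitation.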
HT1080 IDH1KD tx: qHTS for induction of synthetic lethality in tumor cells producing 2HG: qHTS for the HT-1080-IDH1KD cell line | Potency, µM (titrated, usually from 46.1 µM), for the others: at the top dose activity, negative = toxicity, hits mostly cytotoxic | 360,000 tested, 2% active | HT-1080 IDH1 knockdown viability, ATP luminescence, 48 h;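 note: potency is the fitted concentration of half-maximal effect; 0% = DMSO wells and -100% = cell-free medium wells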
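Knockdown cells (IDH1KD HT-1080) received compounds 2 h after plating at 750 cells/well and were kept 48 h at 37 °C in 5% FBS RPMI. A CellTiter-Glo luminescence read gave % activity for curve fitting.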
HT1080NT lethal: qHTS for induction of synthetic lethality in tumor cells producing 2HG: qHTS for the HT-1080-NT fibrosarcoma cell line; AID 686970, 2013; Potency, µM (titrated, usually from 46.1 µM), for inactives: top-dose activity, negative = less viability, actives largely listed as cytotoxic; HT-1080-NT fibrosarcoma viability, CellTiter-Glo ATP luminescence, 48 h; 360,000 tested, 1.6% active;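 note: NT is the 2HG producing partner of a matched IDH1 knockdown line; potency is the fitted concentration of half-maximal effect; 0% = DMSO-treated cells and -100% = media-only wells without cells; nearly all actives have a fitted effect of over 55% in size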
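Viability by CellTiter-Glo luminescence after 48 h compound exposure at 37C of HT-1080-NT cells (750/well, RPMI, 5% FBS). % activity scaled between DMSO wells and medium-only wells, then curve-fitted and categorized by curve class.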
* marks the source's active call; other numbers are inactive results; ? = inconclusive; . = not tested or not shown; & = joins results of further samples; [ ] = remark or other dose. Unless noted, calls come from the whole dose curve; as a rule, active = well fitted curve in the direction sought with a large enough effect; inconclusive = small, poorly fitted or top-dose-only effect, or another doubt; inactive = no such curve, though single readings can be large; an effect the other way counts as inactive or inconclusive.

SMILES	KB-3-1 cytotox	MCF10A rereplic	IL-1B inflam inh	KB-V1 MDR tox	WRN helicase inh	ATXN2 expr inh	SW480 rerep	HT1080 IDH1KD tx	HT1080NT lethal
O=C1Nc2ccccc2CN2C(=O)c3cc(Cl)ccc3NC(=O)C12 (configuration not stated)	0%	.	0	18%	-3%	16%	.	4%	7%
CCOC(=O)/C=C1/SCC(=O)N1CC(=O)Nc1ccccc1OC(F)F	19%	-20%	5	1%	13%	8%	-10%	-4%	3%
CCNC(=O)C1(C)CCN(C(=O)c2ccc(F)cc2Cl)C1 (configuration not stated)	13%	.	7	1%	6%[57.1 µM]	11%	.	26%	26%
COC(=O)Cn1ccnc1[N+](=O)[O-]	-21%	.	-5	14%	1%	.	.	-3%	1%
O=C(CC1NCCc2ccccc21)Nc1ccc(Cl)cc1 (configuration not stated)	-21%	25%	-22	-10%	-4%	?	14%	?	?
O=C(CN(CCO)c1ccccc1)NC12CC3CC(CC(C3)C1)C2	-7%	0%	1	-2%	8%	10%	0%[9.22 µM]	-11%	-20%
CCCS(=O)(=O)N1CCCC(C(=O)NCCc2cccc(C)c2)C1 (configuration not stated)	-3%	1%	-13	-8%	4%	-8%	-5%	1%	0%
COc1ccc(Br)cc1C1NC(=O)c2c(sc3c2CCN(C)C3)N1 (configuration not stated)	6%	7%	6	24%	-6%[57.1 µM]	-8%	1%	13%	9%
CC(C)C[C@H]1CNC(=O)C(=O)N1CC1CCN(CC2CCC(C(C)(C)C)CC2)CC1 (some centres not stated)	-1%	3%	?	16%	4%	3%	4%	4%	4%
CCOc1ccccc1NC(=O)CCN1CCN(S(=O)(=O)c2ccc(Br)cc2)CC1	-1%	23%	2	0%	-2%	-11%	?	-23%	-7%
CN1CCC(N(C)C(=O)c2sc3cc(F)ccc3c2Cl)CC1	2%	24%	-20	-23%	-26%[57.1 µM]	-9%[11.3 µM]	-3%	2%	-16%
COc1ccc(C(=O)C2CCCN(C(=O)c3cccnc3OC)C2)cc1F (configuration not stated)	20%	-12%	5	-25%	1%	7%	-5%	-6%	-15%
CCOc1cc(/C=C2/SC(=O)N(CC(=O)N3CCc4ccccc4C3)C2=O)ccc1OCC(=O)O	18%	5%	-8	-7%	-10%	7%	-12%	-4%[9.24 µM]	14%
O=C(COC(=O)/C=C/C(=O)OCC(=O)NC12CC3CC(CC(C3)C1)C2)NC12CC3CC(CC(C3)C1)C2	?	5.2µM*	-93*	2%	-4%	?	18µM*	?	?
Cc1ccc(OCCNC(=O)[C@H]2O[C@@H](n3cnc4c(N)ncnc43)[C@H](O)[C@@H]2O)cc1C	0%	.	-6	-5%	-7%	-28%	.	0%	-5%
COc1cc(/C=N/c2oc(-c3ccccc3)cc2C#N)ccc1O	-14%	2%	-20	2%	-10%	5%	1%	1%	-1%
CCOC(=O)COc1ccc(C2CC(C)=NN2c2ccccc2)cc1 (configuration not stated)	9%	1%	30	?	-6%	2%	-1%	-11%	0%
COc1ccccc1C(C)NC(=O)c1ccc(S(=O)(=O)NCc2ccco2)cc1 (configuration not stated)	?	0%	-9	13%	-27%	7%	?	-7%	2%
CCn1c(=O)cc(SCC(=O)Nc2ccc3c(c2)OCCO3)c2ccccc21	12%	23%	-25	16µM*	-7%	39%[activator]	-3%	-5%	2%
CCOC1=C2[C@H](c3ccc(Cl)cc3)N(S(=O)(=O)c3ccc(C)cc3)C[C@H]2n2c(=O)n(-c3ccccc3)c(=O)n2C1	0%	.	-8	14%	-9%	-2%	.	20%	25%
Cn1c(NC(=O)/C=C/c2ccco2)cc(=O)n(C)c1=O	-2%	7%	6	?	-12%	21%	2%	14%	20%
O=C(NCCCN1CCOCC1)c1cnccn1	-11%	-4%	-6	-18%	0%[57.1 µM]	-4%	-11%	10%	4%
CCCN(Cc1ccccc1)C(=S)Nc1ccc(OCC)cc1	-6%	6%	-58*	5%	-5%	32%	1%	-13%	-24%
CCCn1c(N)c(N2CCCCC2)c(=O)n(CC(=O)Nc2ccccc2C)c1=O	-11%	1%	19	2%	-7%	-1%	-3%[9.22 µM]	1%	15%
COc1ccc(CCNC(=O)C(=O)c2cn(CC(=O)N3CCOCC3)c3ccccc23)cc1OC	9%	-1%	-9	?	2%	-12%	10%	-4%	1%
COc1cc(C(=O)OCC(=O)Nc2ccc(S(=O)(=O)N3CCCC3)cc2)cc(OC)c1OC	1%	-2%	41	-10%	2%	-11%	-9%	-5%	-7%
Nc1cc(=O)nc(SCC(=O)N2CCN(c3ccccc3)CC2)n1-c1ccccc1	0%	-1%	3	12%	1%	-7%	-1%	28%	13%
O=C(COc1ccccc1Cl)NCCC1=CCCCC1	-10%	?	0	-28%	-11%	11%	5%	10%	20%
O=C(c1cccs1)N1CCN(C(=O)C(c2ccccc2)c2ccccc2)CC1	10%	0%	-21	-9%	-2%	-8%	-4%	8%	1%
CN(C)C(CNC(=O)c1ccc(NS(=O)(=O)c2ccc(F)c(F)c2)cc1)c1ccccc1 (configuration not stated)	-18%	0%	-5	6%	-17%	-2%	-1%	-2%	3%
CCCCNC(=O)C1(C)CCN1C(=O)c1ccc(OC)c(C(F)(F)F)c1 (configuration not stated)	0%	.	29	1%	-1%	0%	.	-1%	-4%
CC(=O)OC(Cn1nc(C)cc1C)c1ccccc1 (configuration not stated)	14%	0%	7	4%	9%	-3%	0%	3%	5%
CCC(=O)Nc1ccc(Br)cn1	?	14%	-18	20%	5%	-7%	-1%	12%	?
CS(=O)(=O)N(CC(=O)NCCSCc1cccc(Cl)c1)c1ccc2c(c1)OCO2	-1%	2%	4	-20%	-8%	-4%	-2%	3%	0%
Cc1ccc(CN2CCN(C(=O)c3cccc4ccccc34)CC2)cc1	-21%	3%	?	-15%	8%	0%	0%	-8%	-1%
O=C(N/N=C/c1cc2cc3c(cc2nc1Cl)OCCO3)c1ccccc1O	26%	3%	6	?	-25%	19%	?	0%	-3%
COc1ccc(S(=O)(=O)NCCN2CCNC2=O)cc1OC	-15%	6%	13	-8%	0%	-8%	0%	4%	-1%
CC1CCCN(c2nc3c(c(=O)n(C)c(=O)n3C)n2Cc2ccccc2)C1 (configuration not stated)	-22%	?	72	?	3%	0%	-1%	24%	12%
Cc1cccc(C(=O)Nc2ccc(C(=O)N/N=C/c3ccco3)cc2)c1	0%	0%	-6	2%	3%[11.6 µM]	-6%	-2%	6%	-12%
Cc1ccc(Nc2cnn(C34CC5CC(CC(CC(=O)O)(C5)C3)C4)c(=O)c2Cl)cc1C	24%	-15%	-18	13%	-8%	1%	0%	-7%	-8%
Cn1ccnc1-c1ccc(-c2nccn2C)cc1	2%	16%	-3	32%	1%	3%	3%	8%	27%
CC(=O)N/C(=C\c1ccccc1)C(=O)OCC(=O)c1ccc(F)cc1	7%	0%	15	0%	-9%	9%	-7%	6%	2%
O=C1Nc2ccc(Br)cc2/C1=N/N=C/C1=C(N2CCOCC2)C(=C\c2ccccc2)/CC1	-3%	?	6	4%	-6%	-3%	0%	5%	4%
Cc1cc(C)c2oc(C(=O)Nc3ccc(S(=O)(=O)N4CCC(C)CC4)cc3)cc(=O)c2c1	-2%&4%	5%	0	-8%&24%	3%	2%	-3%	5%	10%
CSc1cccc(NC(=O)COC(=O)C2(c3ccccc3)CC2)c1	8%	0%	7	18µM*	-9%	1%	?	13%	12%
O=C(c1ccc(Sc2cccc(Cl)c2)c([N+](=O)[O-])c1)N1CCN(c2ccccn2)CC1	-24%	2%	-124*	?	2%	.	?	-20%	-20%
CCOC(=O)c1sc(NC(=O)c2ccc(OC(C)=O)cc2)nc1C	?	0%	-1	10µM*	0%	38%	15%	29µM*	-26%
COC(=O)c1c(-c2ccco2)csc1NC(=O)C1CC=CCC1C(=O)O (configuration not stated)	14%	15%	-7	21%	-26%	2%	-1%	2%	10%
O=C(Nc1ccc(C(F)(F)F)cc1[N+](=O)[O-])O[C@H]1[C@H](Cc2ccccc2)NS(=O)(=O)[C@H]2C[C@@H]3C=C[C@]12O3	?	-1%	-50*	?	-12%	-21%	8%	-20%	-9%
Cc1nc(SC(C)C)[nH]c(=O)c1Cc1ccccc1	5%	1%	17	0%	0%	-15%	0%	-2%	1%

Reformatted: 4 of the compounds above
mol,KB-3-1 cytotox,MCF10A rereplic,IL-1B inflam inh,KB-V1 MDR tox,WRN helicase inh,ATXN2 expr inh,SW480 rerep,HT1080 IDH1KD tx,HT1080NT lethal
Cc1cc(C)c2oc(C(=O)Nc3ccc(S(=O)(=O)N4CCC(C)CC4)cc3)cc(=O)c2c1,-2%&4%,5%,0,-8%&24%,3%,2%,-3%,5%,10%
Cc1nc(SC(C)C)[nH]c(=O)c1Cc1ccccc1,5%,1%,17,0%,0%,-15%,0%,-2%,1%
O=C(Nc1ccc(C(F)(F)F)cc1[N+](=O)[O-])O[C@H]1[C@H](Cc2ccccc2)NS(=O)(=O)[C@H]2C[C@@H]3C=C[C@]12O3,?,-1%,-50*,?,-12%,-21%,8%,-20%,-9%
CC(=O)N/C(=C\c1ccccc1)C(=O)OCC(=O)c1ccc(F)cc1,7%,0%,15,0%,-9%,9%,-7%,6%,2%
